From PubChem
M4 PAM – human M4 muscarinic receptor positive allosteric modulators, primary screen, CHO-K1 cells, Fluo-8 calcium fluorescence. CHO-K1 hM4/Gqi5, ACh EC20; 0% = ACh EC20, 100% = maximal ACh. activation, % at 3 µM. actives 0.4% (n = 360,000). AID 624126, 2012;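 active means activation above its plate's cutoff, the mean activation of sample wells plus 3 SD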; further: some results filed as inactive read as strong as hits
Target sequence (P08173 whole entry, looked up): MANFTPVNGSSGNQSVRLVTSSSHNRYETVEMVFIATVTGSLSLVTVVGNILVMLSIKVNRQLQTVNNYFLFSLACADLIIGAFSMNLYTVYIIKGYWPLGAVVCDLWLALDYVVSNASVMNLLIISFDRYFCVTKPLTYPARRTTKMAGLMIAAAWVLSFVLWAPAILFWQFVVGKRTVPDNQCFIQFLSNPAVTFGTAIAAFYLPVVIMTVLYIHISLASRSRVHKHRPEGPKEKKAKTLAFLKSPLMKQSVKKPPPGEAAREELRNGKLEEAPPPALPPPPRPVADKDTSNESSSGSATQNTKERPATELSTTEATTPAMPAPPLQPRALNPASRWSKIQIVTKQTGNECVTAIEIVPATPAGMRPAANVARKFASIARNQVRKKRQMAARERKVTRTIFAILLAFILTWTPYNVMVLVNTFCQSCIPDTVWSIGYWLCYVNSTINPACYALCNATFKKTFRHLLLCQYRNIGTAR
TAAR1 agonist – human TAAR1 agonists, primary screen, Fluo-8 calcium fluorescence, CHO RD-HGA16 cells; Trace amine-associated receptor 1 (Homo sapiens), Q96RJ0; activation, % at 3 µM; actives 0.99% (n = 360,000); vehicle wells 0%, saturating PEA agonist 100%; AID 624467, 2012;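 active means activation above the mean activation of all test compounds in the run plus 3 SD, cut at about 38% in these data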
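System: CHO RD-HGA16 cells carrying human TAAR1 plus Gα16; Incubation: 17-24 h seeding, 75 min 37 °C dye, 30 min RT; Measured by: Fluo-8 fluorescence, 5 s baseline then 140 s kinetic read; Control set: DMSO and PEA EC100; Replication: single well for each compound.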
CHRM5 PAM – human M5 muscarinic receptor positive allosteric modulators, primary screen, CHO-K1 cells, Fluo-8 calcium fluorescence. Muscarinic acetylcholine receptor M5 (Homo sapiens), P08912. CHO-K1 hM5, ACh EC20 PAM; 0% = ACh EC20, 100% = ACh EC100. activation, % at 3 µM. actives 0.3% (n = 360,000). AID 624038, 2012;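 active means activation above the run cutoff, the mean activation of all test compounds plus 3 SD, cut at about 18% in these data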
Target sequence (P08912 whole entry, looked up): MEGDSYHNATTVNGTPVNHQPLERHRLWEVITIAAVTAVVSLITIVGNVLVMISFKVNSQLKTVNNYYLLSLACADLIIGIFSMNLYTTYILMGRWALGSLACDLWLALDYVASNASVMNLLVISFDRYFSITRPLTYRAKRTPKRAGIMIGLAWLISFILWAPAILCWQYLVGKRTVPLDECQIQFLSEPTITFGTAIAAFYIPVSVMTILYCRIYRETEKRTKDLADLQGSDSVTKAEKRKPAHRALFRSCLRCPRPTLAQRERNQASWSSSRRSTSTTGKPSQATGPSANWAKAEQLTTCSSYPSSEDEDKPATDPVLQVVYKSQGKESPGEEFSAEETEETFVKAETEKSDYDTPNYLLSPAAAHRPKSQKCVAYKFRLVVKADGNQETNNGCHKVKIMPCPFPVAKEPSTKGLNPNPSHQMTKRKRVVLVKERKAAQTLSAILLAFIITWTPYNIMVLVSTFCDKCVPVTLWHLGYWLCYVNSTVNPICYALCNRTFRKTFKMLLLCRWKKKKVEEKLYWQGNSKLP
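System: CHO-K1 hM5 cells. Reagent: acetylcholine, EC20 level. Compound dosing: single dose, 3 µM nominal final test concentration. Timing: Post-acetylcholine fluorescence recording 140 s. Detection: Fluo-8 calcium fluorescence. Read-out: % activation, ACh-normalized. Benchmarks: ACh EC20 and EC100 wells. Repeats: singlicate, one well per test compound.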
TAAR1 antag – human TAAR1 antagonists, primary screen, Fluo-8 calcium fluorescence, CHO RD-HGA16 cells. Trace amine-associated receptor 1 (Homo sapiens), Q96RJ0. antagonist. inhibition, % at 3 µM. actives 1.5% (n = 360,000). AID 624466, 2012;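 active means inhibition above a per-plate cutoff, the mean inhibition of test compounds on that plate plus 3 SD, cut at about 49% in these data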;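 further: 0% = DMSO plus EC80 beta-PEA response and 100% = DMSO alone without agonist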
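Test system: CHO RD-HGA16 cells bearing hTAAR1 | Reagent: β-PEA, EC80 | Compound dosing: 3 µM, single point | Schedule: Dye loading 75 min at 37 °C, then 30 min room temperature | Signal: Calcium fluorescence with Fluo-8 | Evaluation: Percent inhibition of PEA-evoked calcium signal, max/basal emission ratio | Control set: DMSO-only wells and EC80 β-PEA-stimulated wells | Repeats: Singlicate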
M5 ag – human M5 muscarinic receptor agonists, primary screen, CHO-K1 cells, Fluo-8 calcium fluorescence; Muscarinic acetylcholine receptor M5 (Homo sapiens), P08912; CHO-K1 hM5 cells; 0% DMSO wells, 100% maximal acetylcholine response; activation, % at 3 µM; actives 0.19% (n = 360,000); AID 624037, 2012;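 active means activation above the run's mean over test compounds plus 3 SD, cut at about 23% in these data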;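 further: signal is peak over basal fluorescence ratio across the kinetic read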
CRFR2-BP antag – antagonists of CRF-BP/CRF-R2 complex, primary screen, cell-based, HEK293, calcium dye fluorescence, uHTS. CRF-induced calcium fluorescence. inhibition, % at 11.8 µM. actives 0.59% (n = 350,000). AID 588475, 2011;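 active means inhibition of the ligand-induced calcium signal above about 50% at the single tested concentration, limit read from the data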
CRFBP-R2 agonist – agonists of CRF-BP/CRF-R2 complex, primary screen, cell-based, HEK293, calcium dye fluorescence, uHTS; CRF-binding protein / CRF receptor 2 complex (human); calcium dye fluorescence (FLIPR); percent of saturating CRF peptide response; activation, % at 13.2 µM; actives 0.46% (n = 350,000);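 active means activation of at least 50%, plus an integration ratio under a set limit after plate pattern correction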;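 further: plate controls were neutral control wells without compound for no effect and CRF at EC100 for full effect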
M5 antag – human M5 muscarinic receptor antagonists, primary screen, CHO cells, Fluo-8 calcium fluorescence; CHO-hM5 cells, ACh EC80; inhibition, % at 3 µM; actives 0.59% (n = 360,000); AID 624040, 2012;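 active means inhibition above a per-plate cutoff, the mean of that plate's test compounds plus 3 SD, cut at about 27% in these data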;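 further: 0% = acetylcholine EC80 with DMSO and 100% = DMSO without agonist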
M1 PAM parental – nonselective calcium activators in parental CHO-K1 cells, primary screen, counter-screen for M1 PAM project, cell-based, Fluo-8 calcium fluorescence, full deck, 1536-well | actives 0.02% (n = 360,000) | AID 602247, 2012 | ATP EC20; 0% at ATP EC20, 100% at ATP max | activation, % at 3 µM;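 active means activation above the run cutoff, the mean activation of all test compounds plus 3 SD, cut at about 40% in these data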;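 further: peak over basal fluorescence ratio in a 140 s read after ATP addition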
* hit, by the source's call; · = not tested or not shown.

Short forms – A = M4 PAM; B = TAAR1 agonist; C = CHRM5 PAM; D = TAAR1 antag; E = M5 ag; F = CRFR2-BP antag; G = CRFBP-R2 agonist; H = M5 antag; I = M1 PAM parental
1) O=C(Nc1cccc(NC(=O)c2ccco2)c1)c1ccc2c(c1)OCO2
  A: -11; B: 8; C: -9; D: 9; E: 1; F: 14; G: -2.1; H: 9; I: 2
2) O=C(Nc1ccc(F)cc1)C1CCC(N2C(=O)c3ccccc3C2=O)CC1 (stereo not given)
  A: 4; B: 4; C: -2; D: 8; E: 3; F: 35; G: -0.6; H: -5; I: 15
3) Cn1cccc1/C=N/NC(=O)c1cccnc1
  A: 3; B: -1; C: -4; D: -9; E: 1; F: -3; G: 1.1; H: 4; I: 22
4) Cc1cccc(C)c1NC(=O)CN1CCC(Cc2ccccc2)CC1
  A: -14; B: 6; C: -5; D: -10; E: -6; F: ·; G: ·; H: 2; I: 12
5) Cc1ccc(S(=O)(=O)N2CCC(C(=O)NN3CCCCC3)CC2)cc1
  A: 0; B: 14; C: -12; D: -5; E: 0; F: 1; G: 0.0; H: 6; I: -15
6) O=C(NC1CCCC1)C1CCN(c2cnccn2)CC1
  A: -5; B: 2; C: -1; D: 16; E: 1; F: -16; G: -1.1; H: 6; I: -6
7) O=C1N=C(N2CCCC2)S/C1=C\C=C\c1ccccc1
  A: -11; B: -1; C: -20; D: -26; E: 4; F: 10; G: 0.8; H: 18; I: 0
8) Cc1ccnc(NC(=O)c2cc(-n3cnnc3)ccc2Cl)c1
  A: 14; B: 16; C: 3; D: 6; E: -1; F: -4; G: 2.5; H: -8; I: 7
9) O=C(NC1CCCCC1)c1cccc2c(-c3ccc(F)c(F)c3)coc12
  A: -2; B: 2; C: -2; D: 19; E: 1; F: ·; G: ·; H: 5; I: 4
10) COc1ccc(NC2=CC(=O)CC(c3ccccc3)C2)cc1 (stereo not given)
  A: 0; B: 5; C: 1; D: 1; E: -6; F: 40; G: -3.7; H: 4; I: 30
11) COc1ccccc1CC(=O)NCc1ccc2c(c1)OCO2
  A: -5; B: 2; C: 5; D: -12; E: -1; F: -3; G: 1.4; H: -1; I: 9
12) CCOC(=O)Cc1c(C)nc2c(-c3ccccc3)c(-c3ccccc3)[nH]n2c1=O
  A: 1; B: ·; C: -1; D: ·; E: 0; F: -8; G: 3.6; H: 5; I: 11
13) Cn1c(NN)nc2sc3c(c2c1=O)CCC3
  A: -11; B: 2; C: -4; D: 4; E: 0; F: 0; G: 5.7; H: 3; I: 0
14) COCCNC(=O)c1cccc(OC2CCN(Cc3ccccc3OCCO)CC2)c1
  A: -6; B: ·; C: 12; D: ·; E: -9; F: 1; G: 2.8; H: 1; I: 20
15) CC(C)(C)c1ccc(CSc2ccc(S(=O)(=O)N3CCOCC3)cn2)cc1
  A: 3; B: 17; C: -5; D: -8; E: 5; F: -5; G: 1.4; H: 3; I: 3

Following part
Short forms – A = M4 PAM; B = TAAR1 agonist; C = CHRM5 PAM; D = TAAR1 antag; E = M5 ag; F = CRFR2-BP antag; G = CRFBP-R2 agonist; H = M5 antag; I = M1 PAM parental
16) COc1ccccc1Oc1nc2ccccn2c(=O)c1/C=C(\C#N)C(=O)Nc1c(C)n(C)n(-c2ccccc2)c1=O
  A: -4; B: 1; C: -3; D: -4; E: -11; F: 12; G: 0.1; H: 5; I: 16
17) Cc1ccc(N2C(=O)c3n[nH]c(C)c3C2c2ccco2)cc1 (stereo not given)
  A: 8; B: 3; C: 1; D: 1; E: -1; F: -3; G: -0.6; H: -3; I: 17
18) CCOc1ccc(CCNC(=O)C2CCCN(S(C)(=O)=O)C2)cc1OCC (stereo not given)
  A: 7; B: 3; C: 0; D: -10; E: -6; F: 5; G: -2.1; H: -1; I: 16
19) CCN(CC(=O)N1CCOCC1)S(=O)(=O)c1ccc(F)cc1
  A: 8; B: -2; C: 5; D: 3; E: -1; F: 5; G: -0.5; H: -1; I: -5
20) COc1ccc(-c2nnn(CC#N)n2)cc1OC
  A: 5; B: 5; C: 0; D: -1; E: -3; F: 2; G: 1.1; H: 2; I: -1
21) CCCOc1ccc(-c2c(C(=O)N/N=C/c3ccccc3OCC)nnn2-c2nonc2N)cc1
  A: 11; B: 0; C: 3; D: 2; E: -5; F: 9; G: 2.5; H: -12; I: -3
22) Nc1ccc2c(c1)CCC2=O
  A: 9; B: 7; C: -3; D: 10; E: 3; F: -6; G: 3.3; H: -2; I: 29
23) COc1cccc(C=N[C@@H](CO)[C@@H](O)c2ccc([N+](=O)[O-])cc2)c1O
  A: -5; B: 0; C: 5; D: -15; E: -1; F: 1; G: -0.8; H: 10; I: 7
24) CCOc1ccc(-n2ccnc(SCC(=O)NC3CCCC3)c2=O)cc1
  A: -6; B: -1; C: -4; D: 6; E: 3; F: 5; G: -0.8; H: 8; I: -28
25) COc1ccc(CN2CCCC(C(=O)c3ccc(Cl)cc3)C2)cc1Cn1cccn1 (stereo not given)
  A: -24; B: 1; C: -32; D: -9; E: -13; F: -11; G: -0.1; H: 8; I: -10
26) O=C(c1ccccc1)N1C(=O)C(c2ccccc2)Oc2ccccc21 (stereo not given)
  A: -17; B: -2; C: -5; D: 9; E: -11; F: -1; G: 2.5; H: -1; I: 1
27) CCOc1ccc(CNC23CN4CN(CN(C4)C2)C3)cc1
  A: 1; B: 2; C: 0; D: -17; E: 3; F: -12; G: -0.8; H: -2; I: 26
28) Cc1cc(Cl)ccc1OC(C)C(=O)NCCCn1ccnc1 (stereo not given)
  A: -10; B: 1; C: 2; D: -11; E: -7; F: -9; G: -2.2; H: -5; I: -2
29) CCOc1cc(CNCCCN2CCOCC2)cc(Br)c1OCC(=O)Nc1cccc(C(F)(F)F)c1
  A: -8; B: 17; C: 0; D: -12; E: -1; F: -27; G: 1.3; H: 5; I: 15
30) COC1Cc2ccccc2N(C(N)=O)c2ccccc21 (stereo not given)
  A: -1; B: 3; C: 1; D: -1; E: 1; F: 16; G: -1.3; H: 4; I: 7

Ordered by value in M5 antag (largest number first): three of the compounds above
item	compound	M4 PAM	TAAR1 antag	M5 ag	CRFR2-BP antag	CRFBP-R2 agonist	M5 antag
12	CCOC(=O)Cc1c(C)nc2c(-c3ccccc3)c(-c3ccccc3)[nH]n2c1=O	1	·	0	-8	3.6	5
15	CC(C)(C)c1ccc(CSc2ccc(S(=O)(=O)N3CCOCC3)cn2)cc1	3	-8	5	-5	1.4	3
11	COc1ccccc1CC(=O)NCc1ccc2c(c1)OCO2	-5	-12	-1	-3	1.4	-1

Additional entries:
Short forms – A = M4 PAM; B = TAAR1 agonist; C = CHRM5 PAM; D = TAAR1 antag; E = M5 ag; F = CRFR2-BP antag; G = CRFBP-R2 agonist; H = M5 antag; I = M1 PAM parental
31) COc1ccc(N=C/C=C2/C=C(c3ccccc3)OC(C)(C)O2)cc1
  A: 12; B: 5; C: 14; D: -1; E: -3; F: -2; G: 2.6; H: -10; I: 20
32) CC(=O)N/N=C/c1ccc(OCCOc2ccc(Br)cc2)cc1
  A: 9; B: 1; C: -4; D: 2; E: 1; F: -15; G: 1.7; H: -2; I: 14
33) COc1ccc(CC(=O)Nc2cc(C)ccc2O)cc1OC
  A: 2; B: 1; C: 4; D: -18; E: 6; F: 27; G: -1.1; H: -3; I: 17
34) Cc1ccc(CNc2ncnc3cc(Cl)ccc23)o1
  A: 11; B: 2; C: -10; D: 11; E: 4; F: -4; G: -2.4; H: 1; I: 7
35) COc1cc(CN2CCCC(C(=O)c3ccccc3SC)C2)cc(OC)c1 (stereo not given)
  A: -7; B: 6; C: -11; D: -1; E: -9; F: -32; G: -2.2; H: 4; I: 14
36) CCN(CC)S(=O)(=O)c1cc([N+](=O)[O-])ccc1NNC(=O)Nc1ccccc1OC
  A: -6; B: 15; C: -19; D: 2; E: -6; F: 5; G: 0.9; H: -2; I: 4
37) COc1ccc(CC(N)c2csc(NC(=O)Nc3cc(OC)ccc3OC)n2)cc1 (stereo not given)
  A: -5; B: 32; C: 0; D: 25; E: 4; F: ·; G: ·; H: 1; I: 6
38) COCCn1c(NC(=S)NC(=O)C23CC4CC(CC(C4)C2)C3)cc(=O)[nH]c1=O
  A: 1; B: -1; C: 6; D: -1; E: -1; F: -10; G: 0.1; H: -8; I: 10
39) On1nnc2cc(C(F)(F)F)ccc21
  A: 7; B: 1; C: -4; D: -27; E: -3; F: -12; G: 1.1; H: -8; I: 18
40) O=C(c1cccc(C(F)(F)F)c1)N1CCCC1
  A: 6; B: 5; C: 0; D: -5; E: 2; F: 1; G: -0.8; H: -1; I: 19
41) Cc1ccccc1CS(=O)(=O)c1nnc([C@H](Cc2ccccc2)NC(=O)OC(C)(C)C)o1
  A: -14; B: 2; C: 5; D: 23; E: 4; F: 14; G: 13; H: 10; I: 9
42) COc1ccc(-c2cc(C(F)(F)F)n3nc(C(=O)N4CCCCC4)cc3n2)cc1
  A: 5; B: 16; C: -3; D: -31; E: 0; F: -30; G: -0.6; H: -6; I: 7
43) COC(=O)N=Nc1c(O)n(Cc2ccccc2)c2ccccc12
  A: -7; B: -2; C: 5; D: -6; E: -1; F: 9; G: -2.8; H: -6; I: -2
44) CCC1CCCCN1S(=O)(=O)c1ccc2c(c1)CCN2C(C)=O (stereo not given)
  A: -8; B: 1; C: 4; D: -2; E: -2; F: 1; G: -0.8; H: 2; I: 13
45) Cc1cc(C)c(S(=O)(=O)NCC2CCC(C(=O)NCCCN3CCC(C)CC3)CC2)c(C)c1 (stereo not given)
  A: -6; B: 4; C: 0; D: -19; E: -10; F: 2; G: 3.2; H: -2; I: 4
46) O=C(c1ccc(Br)o1)N1CCN(CCc2ccncc2)CC1
  A: -8; B: 1; C: -5; D: -5; E: -8; F: 1; G: 0.5; H: 11; I: -6
47) CC1(C)CNC(=S)N1Cc1ccccc1
  A: 4; B: 2; C: 1; D: 3; E: 0; F: -6; G: -1.9; H: -3; I: 5
48) Fc1ccccc1NC(=S)N/N=C/c1ccccc1Br
  A: -3; B: 5; C: -2; D: 10; E: -4; F: -39; G: 0.9; H: -3; I: 10
